APJ ag – APJ receptor agonism | CHO-K1 APJ PathHunter beta-arrestin, luminescence; 0% DMSO wells, 100% apelin | activation, % at 20 µM | actives 0.11% (n = 330,000) | AID 2520;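 active = activation more than six SD over the plate average, tested at 20 µM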;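 note: 0% = DMSO alone and 100% = apelin-13 at 10 nM; some results filed as inactive read as strong as hits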
Target sequence (P35414 whole entry, looked up): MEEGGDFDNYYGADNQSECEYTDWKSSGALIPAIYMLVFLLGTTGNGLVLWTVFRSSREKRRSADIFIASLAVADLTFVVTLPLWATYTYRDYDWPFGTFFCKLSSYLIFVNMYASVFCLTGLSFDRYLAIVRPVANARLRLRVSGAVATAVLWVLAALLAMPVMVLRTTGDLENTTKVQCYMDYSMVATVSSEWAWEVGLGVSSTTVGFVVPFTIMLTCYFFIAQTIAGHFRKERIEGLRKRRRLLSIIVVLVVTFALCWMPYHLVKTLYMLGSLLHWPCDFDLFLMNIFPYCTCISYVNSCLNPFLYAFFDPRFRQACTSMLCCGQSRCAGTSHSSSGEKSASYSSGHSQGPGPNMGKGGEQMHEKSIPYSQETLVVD
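Material: CHO-K1 APJ beta-arrestin complementation cell line; Input: cell density 1000 per well; Incubation: compound stimulation 90 min at 25 °C, detection 60 min; Signal: luminescence from split beta-galactosidase complementation, Galacton Star/Emerald II substrate; Controls: DMSO-only wells as negative, 10 nM Apelin-13 as positive control.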
NR3A LBD binder – modulators (binders) of human NR3A ligand-binding domain | NR3A LBD differential scanning fluorimetry, Tm shift; 0% = protein alone, 100% = glycine-bound protein | Tm shift relative to glycine control, % at 25 µM | actives 2.5% (n = 340,000);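 active = melting temperature shift of at least 10% of the positive control shift, at one fixed dose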
tim10-1 inh – growth inhibitors of tim10-1 mutant yeast. S. cerevisiae tim10-1 ts strain growth, BacTiter-Glo, 24 h. inhibition, % at 20 µM. actives 2.2% (n = 330,000). AID 463190;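 active = inhibition of at least 40%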;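 note: mutant grown at 25 °C; 0% = DMSO wells with yeast and 100% = wells holding no yeast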
tim23-1 inh – inhibits growth of tim23-1 mutant yeast | S. cerevisiae tim23-1 growth, BacTiter-Glo luminescence, 24 h | inhibition, % at 20 µM | actives 1.3% (n = 330,000);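 active = growth inhibition of the mutant yeast at or above 50%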;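 note: temperature-sensitive mutant grown at 25 °C; plate controls were DMSO-treated mutant yeast for no effect and medium wells lacking yeast for full effect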
MPTP inh – inhibitors of mitochondrial permeability transition pore; inhibition, % at 10 µM; actives 1.4% (n = 360,000); isolated mouse mitochondria, Ca2+ swelling absorbance, 30 min; AID 602449;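 active = inhibition of 50% or more, scaled per plate between neutral and stimulator controls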;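 note: 0% = DMSO wells given calcium and 100% = 1 mM EGTA wells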
TIM10 inh – growth inhibitors of TIM10 yeast strain; inhibition, % at 10 µM; S. cerevisiae TIM10 strain growth, BacTiter-Glo luminescence, 24 h; actives 1.4% (n = 330,000);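 active = inhibition of 40% or more at the single tested concentration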;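 note: wild-type TIM10 isogenic control strain grown at permissive 25 °C; 0% = DMSO yeast wells and 100% = minimal medium wells without yeast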
NALP3 yeast inh – inhibitors of NALP3 inflammasome in yeast; Yeast reconstituted NLRP3/ASC/caspase-1, beta-gal luminescence, 24 h; inhibition, % at 10 µM; actives 0.39% (n = 330,000); AID 2825;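 active = inhibition of 50% or more; inactive = inhibition below 50%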;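 note: plate controls were induced DMSO wells for no effect and uninduced yeast grown without galactose for full effect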
APJ antag – antagonists of human APJ apelin receptor | P35414 | CHO-K1 APJ beta-arrestin complementation, luminescence | inhibition, % at 20 µM | actives 0.32% (n = 330,000);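 active = inhibition above about 40% at 20 µM, limit read from the data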;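 note: cells challenged with 10 nM apelin-13 agonist together with compound; plate controls were apelin-13 plus DMSO wells for no effect and DMSO wells lacking apelin-13 for full effect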
MIN6 prolif – inducers of beta-cell replication in MIN6 cells. MIN6 cells proliferation, ATPlite luminescence, 48 h; cells starved in 0.2% serum; 100% = growth in 10% serum. actives 0.29% (n = 330,000). proliferation, % at 10 µM;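 active = compounds whose signal lies at least 3.5 SD above the mean of all wells on their plate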;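 note: 0% = DMSO-treated cells in low-serum medium and 100% = 10% serum control; some compounds called inactive have numbers as strong as hits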
Active calls of the source: *.

SMILES	APJ ag	NR3A LBD binder	tim10-1 inh	tim23-1 inh	MPTP inh	TIM10 inh	NALP3 yeast inh	APJ antag	MIN6 prolif
c1ccc(-c2nnc3sc(Cc4cccs4)nn23)cc1	1	-2	31	40	3.8	6	9	-5	-2
CC(C)(C)NC(=O)C1Cc2ccccc2CN1 (stereo unspecified)	-2	0	-4	7	-1.5	-9	-1	33	-1
COC(=O)CN1C(=O)[C@@H]2[C@H](C1=O)[C@@H]1CC(C(=O)OC)=C[C@@H](C(=O)OC)[C@@H]3C1=C(C(=O)[C@@]3(C)NC(=O)c1ccccc1)[C@@H]2C	-1	1	-3	16	1.4	4	14	3	-3
COc1ccc(CNC(=O)C(C)N(Cc2ccco2)C(=O)c2snc(C(N)=O)c2N)cc1 (stereo unspecified)	2	-22	1	20	1.0	17	10	11	-3
CCOC(=O)N1CCN(C(=O)c2cc(COc3cccc(C(F)(F)F)c3)on2)CC1	-5	25*	26	24	-0.2	11	18	1	-2
O=C(CSc1nccc(=O)[nH]1)Nc1cccc(S(=O)(=O)N2CCOCC2)c1	-2	1	12	5	3.2	-1	-12	5	0
Cc1cc(Nc2ccc(N(C)C)cc2)n2ncnc2n1	-1	0	6	10	0.4	-7	11	12	-4
CCCOc1ccc(-c2c(C(=O)N/N=C/C3CC=CCC3)nnn2-c2nonc2N)cc1 (stereo unspecified)	13	-6	21	15	-0.6	9	4	-17	1
Cc1c(C(=O)NCc2ccccn2)oc2ccc(S(=O)(=O)N3CCOCC3)cc12	7	0	21	12	1.7	8	-17	-5	-4
Fc1ccc(C(CCCn2nnc(-c3cccnc3)n2)c2ccc(F)cc2)cc1	-2	-1	18	-9	36	4	1	6	-6
COc1ccc(/C=N/n2c(-c3ccc(C)cc3)n[nH]c2=S)cc1OC	0	2	1	-52	3.1	-5	15	-9	4
CN(C)S(=O)(=O)c1ccc(C(=O)NCCS(=O)(=O)N2CCN(c3ccc(F)cc3)CC2)cc1	0	-1	-12	12	1.0	0	11	7	-2
COc1ccc(/C=N/NC(=O)CCn2nc(C)cc2C)cc1	1	-3	0	5	2.1	34	6	-6	1
O=[N+]([O-])c1cc(S(=O)(=O)Nc2ccccc2)ccc1-n1nnc2ccccc21	1	-7	16	27	1.3	8	10	5	-2
CN(c1ccc(C(=O)NCCSCc2ccc(Cl)cc2)cc1)S(=O)(=O)c1ccccc1	-1	-5	10	14	1.7	16	15	2	-4
O=C(CNC(=O)c1ccc(Br)cc1)OCc1cc([N+](=O)[O-])cc2c1OCOC2	-3	-5	26	22	3.1	-18	-1	3	-4
CC(=O)N1CCN(CC(O)Cn2c3ccccc3c3ccccc32)CC1 (stereo unspecified)	0	-4	8	6	-0.2	-10	4	-3	6.6*
Cc1ccc(S(=O)(=O)Nc2ccc(Br)cc2C(NCC(=O)O)c2ccccc2)cc1 (stereo unspecified)	-1	1	15	3	1.2	18	-3	-1	0
C[C@]12CCC(=O)C=C1CC[C@@H]1[C@@H]2[C@@H](O)C[C@]2(C=O)[C@@H](C(=O)CO)CC[C@@H]12	0	3	-9	0	-0.4	-8	17	13	3
O=C(Nc1ccccc1)C1C2CCC3C(CCC21)C3(Cl)Cl (stereo unspecified)	-4	-1	11	3	1.1	9	-2	-2	-4
Fc1ccccc1COc1ccc(Br)cc1CNCC1CCCO1 (stereo unspecified)	-3	3	14	11	0.9	6	17	3	-3
COCCNC(=O)CN(C(=O)CCC(=O)Nc1ccccn1)c1ccc(C)cc1	0	2	-13	-11	0.0	-6	12	-4	-2
CCN1CCN(C(c2cccs2)C(C)NS(=O)(=O)c2ccc(C)cc2)CC1 (stereo unspecified)	-2	0	15	15	-0.6	-7	5	1	0
Cc1oncc1C(=O)NC1CCCCC1	-4	0	5	7	1.0	12	18	10	-1
CCCn1ncc(CN2CCC(CO)(Cc3ccc(OC)cc3)CC2)c1C	0	0	-23	3	-0.8	-13	3	3	-1
O=C(CC1SC(=O)N(Cc2cccc3ccccc23)C1=O)Nc1nccs1 (stereo unspecified)	0	-6	4	-9	-1.3	-5	7	-4	-4
COc1ccc(NC(=O)CSc2nnc(NC(C)=O)s2)c([N+](=O)[O-])c1	-2	1	15	3	2.4	8	0	0	-1
CN(Cc1c(C(=O)N/N=C/c2ccccc2F)nnn1-c1nonc1N)c1ccccc1	5	12*	23	44	-1.0	-7	8	-19	0
Cc1ccccc1OCCC(=O)N(Cc1ccccc1)c1c(N)n(Cc2ccccc2)c(=O)[nH]c1=O	5	-4	4	18	0.1	3	15	-23	4
Cc1cc(C)nc(-n2nc(C)cc2NC(=O)CNC(C)c2ccccc2)n1 (stereo unspecified)	4	-2	32	28	0.0	14	0	14	-1
CCN(CC(=O)Nc1c(F)cccc1F)C(=O)Cn1c(=O)cnc2ccccc21	-5	1	2	9	0.5	3	-8	11	6
COc1ccc(NC(=O)c2cc(S(=O)(=O)N3CCCCC3)c[nH]2)cc1Cl	2	25*	-7	-5	-0.8	-6	0	-4	3
CC(C)Cn1[nH]c2c3c(ccc2c1=O)C(=O)c1ccccc1C3=O	0	0	24	28	-1.8	58*	30	-12	-6
CCC(CC)c1nnc(NC(=O)c2cccnc2SC)s1	1	2	-14	-3	0.5	-29	17	3	2
Cc1noc(C)c1C(=O)OCC(=O)Nc1cccc(S(=O)(=O)N(C)C)c1	2	-2	5	3	-0.1	11	4	-16	-1
CCOc1ccc(C(=O)Nc2ccc(N3CCN(C(C)=O)CC3)cc2)cc1[N+](=O)[O-]	0	-2	10	17	3.0	12	-1	21	1
COc1ccc(OC)c(C(=O)CN2CCN(S(=O)(=O)c3ccc(Br)cc3)CC2)c1	-1	-1	31	27	-4.4	7	15	18	-3
Cc1c(OC(C)C(=O)NCCCn2ccnc2)ccc2c3c(c(=O)oc12)CCC3 (stereo unspecified)	-2	1	14	9	-2.9	6	-3	14	-2
O=C(Cn1cnc2cc([N+](=O)[O-])ccc2c1=O)Nc1ccccc1Cl	4	-3	-14	18	-0.6	2	1	-64	-3
Cn1c2ccc(F)cc2c2ncn(CCN3CCOCC3)c(=O)c21	2	2	12	8	1.0	7	0	17	0
Cc1nnc(N2C(=O)C(=O)/C(=C(\O)c3ccc4c(c3)CC(C)O4)C2c2ccccc2)s1 (stereo unspecified)	-2	0	16	8	1.9	-6	12	0	8
COc1ccc(N2CCN(C(=O)CNS(=O)(=O)c3ccc(Br)s3)CC2)cc1	-3	1	18	26	0.3	19	9	10	-3
O=C(Cc1ccc(Cl)cc1)Nc1ccc(CN2CCCCC2)cc1	-1	-1	-1	7	0.4	17	23	18	-1
COc1cccc(C(=O)Nc2cc(=O)n(C)c(=O)n2C)c1	-2	-1	-11	-11	-0.3	-4	15	-54	-3
O=[N+]([O-])c1cccc(-c2nn(-c3ccccc3)cc2CO)c1	1	4	40*	42	1.8	0	16	-3	-1
CCCCn1c(N)c(N(CCC(C)C)C(=O)C2CC(=O)N(Cc3ccc(C)cc3)C2)c(=O)[nH]c1=O (stereo unspecified)	-7	-1	5	3	0.2	7	6	4	0
COc1ccc(C)cc1-n1nnnc1SCC(=O)N1CCC(C(=O)Nc2nccs2)CC1	-4	1	15	6	-0.5	-8	6	10	-1
CCOC(=O)N1CCC(NC(=O)c2cc(S(=O)(=O)N3CCCC3)cn2C)CC1	1	1	1	15	-0.3	2	-1	7	-1
Cc1ccc(CC(CC(=O)O)C(=O)Nc2ccc(Cl)cc2)cc1 (stereo unspecified)	0	0	0	11	-0.2	15	21	9	-2
COc1ccc(C2=CC(=O)CC(c3ccc(F)cc3)C2)cc1 (stereo unspecified)	-7	2	30	-20	-2.1	-2	5	-1	0
Cc1ccc(C)c(NC(=S)NNC(=S)Nc2ccc(C(C)C)cc2)c1	-4	13*	25	35	94*	24	12	36	-7
O=C(CN1CCCCC1)NCCNC(=O)CN1CCCCC1	1	-1	8	-22	-0.5	14	11	-23	-4
C=CC1=C(C(=O)O)N2C(=O)C(NC(=O)Cc3ccccc3)C2SC1 (stereo unspecified)	-2	4	13	21	-0.2	18	-20	14	-1
CCCc1n(CC)c2ccccc2[n+]1CC(O)COC1CCCCC1 (stereo unspecified)	0	1	5	3	2.9	-8	22	13	-3
COc1ccccc1NC(=O)c1sc2nc(Cc3ccccc3)cc(C(F)(F)F)c2c1N	-5	2	10	-10	2.4	-8	7	-11	-2
Cc1ccc(C)c(NC(=O)c2c(Cl)nc3ccccn23)c1	-7	1	34	25	1.1	14	-20	10	0
CC(=O)c1sc(NC(=O)c2cc(S(=O)(=O)N3CCOCC3)ccc2F)nc1C	4	2	7	5	-1.7	0	4	1	-8
O=C(N/N=C/c1c[nH]c2ccccc12)c1ccccc1O	-2	37*	-8	-3	0.2	8	-3	14	-3
Cc1cccc(-c2n[nH]c(S(C)(=O)=O)c2C#N)c1	-1	2	-20	0	1.9	-1	4	13	-1
CC(C)c1ccc(OCC(=O)NNC(=S)NC(=O)C2CC2)cc1	-4	-2	-18	12	-2.2	1	34	25	0

The list continues.
SMILES	APJ ag	NR3A LBD binder	tim10-1 inh	tim23-1 inh	MPTP inh	TIM10 inh	NALP3 yeast inh	APJ antag	MIN6 prolif
CC(C)(C)NC(=O)COC(=O)Cc1ccc(Cl)cc1	1	3	7	0	0.4	-24	-4	11	-1
O=C(Nc1ccccc1)c1cccc(S(=O)(=O)Oc2ccc([N+](=O)[O-])cc2)c1	4	2	25	13	48	32	17	-11	-5
C=CCN(C(=O)C1CC(=O)N(C2CCCC2)C1)c1nc(-c2ccc(S(C)(=O)=O)cc2)cs1 (stereo unspecified)	7	-2	20	29	-1.0	27	-2	-36	0
CNC(=O)c1ccsc1NC(=O)c1ccccc1	-3	-1	-15	-21	-1.2	11	41	4	0
COc1cc(NC(=O)c2ccc(COCC(F)(F)F)cc2)cc(OC)c1OC	-1	3	20	21	-1.1	12	13	14	-1
CCC(Sc1ccc(Cl)cc1)C(=O)Nc1nnc(-c2cccc([N+](=O)[O-])c2)s1 (stereo unspecified)	1	-1	-12	0	12	-18	2	13	-4
CCOc1ccc(C(C)=O)cc1CN1C(=O)NC(C)(C2CC2)C1=O (stereo unspecified)	-2	0	16	-5	-1.0	-10	-9	8	2
CCC(O)(CCN1CCCCC1)c1ccccc1 (stereo unspecified)	-2	4	5	5	-0.3	-4	10	4	-2
CN1CCN(CCCNC(=O)c2ccc(Cn3c(=S)[nH]c4ccc(Br)cc4c3=O)cc2)CC1	-1	-2	6	15	0.7	14	6	-11	-5
COC(=O)c1ccc(C(c2c(N)n(Cc3ccccc3)c(=O)n(C)c2=O)N2CCOCC2)cc1 (stereo unspecified)	1	-2	34	15	-1.8	-5	4	5	-5
CC(C)(C(=O)c1ccccc1)/[N+]([O-])=C/c1ccccc1	-1	-2	4	10	-2.5	6	15	-14	0

A draw from above in order of number of heavy atoms, highest first:
SMILES	APJ ag	NR3A LBD binder	tim10-1 inh	tim23-1 inh	MPTP inh	TIM10 inh	NALP3 yeast inh	APJ antag	MIN6 prolif
O=C(Nc1ccccc1)c1cccc(S(=O)(=O)Oc2ccc([N+](=O)[O-])cc2)c1	4	2	25	13	48	32	17	-11	-5
CC(C)(C)NC(=O)COC(=O)Cc1ccc(Cl)cc1	1	3	7	0	0.4	-24	-4	11	-1
CNC(=O)c1ccsc1NC(=O)c1ccccc1	-3	-1	-15	-21	-1.2	11	41	4	0

High-throughput results (PubChem BioAssay)
